Screens deposited in PubChem by several laboratories.
RGS4 pot – RGS4 potentiators or activators, primary screen, cell-based, HEK293 M3R inducible RGS4, calcium flux. carbachol calcium flux Fluo4; stronger effect = lower value. B-score at 10 µM. hit rate 0.92% among 310,000. AID 463111, 2010;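 active = B-score of the integrated calcium signal more than 4 SD below the library mean, with starting fluorescence not abnormally high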;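 note: negative B-score means reduced calcium response which marks RGS4 activation or potentiation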
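System: HEK293 FlpIn-TREx cells, stable M3R, doxycycline-inducible RGS4. Timing: overnight RGS4 induction, 30 min dye load 37 °C, 20 min compound RT. Also added: carbachol, ECmax concentration. Measured by: Fluo4 fluorescence kinetic imaging of calcium. Evaluation: integrated calcium ratio converted to B score.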
hERG protect – hERG rescue from dofetilide block, primary screen, cell-based, CHO-hERG, FluxOR thallium flux, dofetilide IC70. Voltage-gated inwardly rectifying potassium channel KCNH2 (Homo sapiens), Q12809. dofetilide IC70 present. activation (rescue from dofetilide block), less the hit threshold, % at 10 µM. hit rate 0.51% among 310,000;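 active = activation above the mean of controls blocked by dofetilide plus 5 SD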;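 note: thallium influx through hERG after potassium depolarization seen as dye fluorescence rise; in these data hits start at about 4.7%; inactives centre near -7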
Target sequence (Q12809 whole entry, looked up): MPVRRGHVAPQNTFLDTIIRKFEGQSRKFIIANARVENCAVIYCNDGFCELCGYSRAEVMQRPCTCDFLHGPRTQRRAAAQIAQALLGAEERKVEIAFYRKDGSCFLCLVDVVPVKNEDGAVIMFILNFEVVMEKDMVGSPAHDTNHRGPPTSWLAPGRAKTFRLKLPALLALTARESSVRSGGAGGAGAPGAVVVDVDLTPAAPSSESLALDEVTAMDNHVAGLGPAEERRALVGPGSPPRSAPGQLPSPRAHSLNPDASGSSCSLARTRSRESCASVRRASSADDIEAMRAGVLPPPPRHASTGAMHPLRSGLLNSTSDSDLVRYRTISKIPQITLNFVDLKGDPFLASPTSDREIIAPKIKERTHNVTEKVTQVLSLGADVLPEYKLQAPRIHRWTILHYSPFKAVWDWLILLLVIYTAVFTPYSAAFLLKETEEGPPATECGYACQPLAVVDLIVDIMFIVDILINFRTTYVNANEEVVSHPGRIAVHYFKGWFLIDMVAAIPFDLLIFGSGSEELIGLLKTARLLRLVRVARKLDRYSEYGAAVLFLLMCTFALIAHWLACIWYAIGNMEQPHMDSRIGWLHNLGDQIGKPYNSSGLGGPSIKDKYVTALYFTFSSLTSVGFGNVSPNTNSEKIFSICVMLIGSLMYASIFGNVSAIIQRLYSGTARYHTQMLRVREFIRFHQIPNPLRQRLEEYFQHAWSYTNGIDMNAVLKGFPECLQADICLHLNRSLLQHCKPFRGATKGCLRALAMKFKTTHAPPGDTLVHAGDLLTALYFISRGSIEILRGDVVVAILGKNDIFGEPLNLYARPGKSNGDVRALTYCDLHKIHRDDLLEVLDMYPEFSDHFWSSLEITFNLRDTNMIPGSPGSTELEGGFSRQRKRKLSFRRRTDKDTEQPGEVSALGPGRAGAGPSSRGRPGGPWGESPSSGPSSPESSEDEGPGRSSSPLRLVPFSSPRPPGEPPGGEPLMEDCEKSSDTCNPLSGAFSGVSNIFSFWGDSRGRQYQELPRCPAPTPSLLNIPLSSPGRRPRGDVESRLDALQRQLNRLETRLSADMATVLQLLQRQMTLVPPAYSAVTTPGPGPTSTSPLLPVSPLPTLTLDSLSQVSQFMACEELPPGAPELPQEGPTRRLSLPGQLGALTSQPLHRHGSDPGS
KCNQ1 act – potentiators or activators of KCNQ1 channel, primary screen, cell-based, thallium flux, high-throughput | B-score at 10 µM | hit rate 0.35% among 310,000 | CHO-K1 KCNQ1, thallium flux FluxOR fluorescence; stronger effect = higher value | AID 2648, 2010 | Potassium voltage-gated channel subfamily KQT member 1 (Homo sapiens), P51787;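 active = fluorescence ratio B-score, a plate-corrected score, at least three library SD, with initial intensity B-score within 5 SD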
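Assay system: CHO-K1 cells stably expressing KCNQ1; Medium: assay buffer with matched DMSO; Also added: K+/Tl+ depolarizing stimulus; Dosing: single dose; Timing: dye 90 min, compound 20 min, room temperature; Measured by: kinetic FluxOR thallium fluorescence, 10-s 1-Hz baseline, 110-s post-stimulus read; Read-out: peak-minus-minimum fluorescence over initial fluorescence, negative-control normalized, B-scored.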
KCNK9 inh – KCNK9 potassium channel inhibitors, primary screen, HEK293 cells, thallium flux; FluxOR thallium flux fluorescence; stronger effect = lower value; B-score at 10 µM; hit rate 1.2% among 310,000;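 active = ratio B-score over 3 SD below the library mean, with starting fluorescence within 5 SD of its mean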;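 note: negative B-score means less thallium flux so channel inhibition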
GSK3B inh – human GSK3beta kinase inhibitors, primary screen, biochemical, cell-free homogeneous, HTS | Glycogen synthase kinase-3 beta (Homo sapiens), P49841 | GST-GSK3beta kinase, ADP-Glo luminescence, 60 min; stronger effect = lower value | activity score (negative = inhibition), % at 10 µM | hit rate 0.038% among 300,000 | AID 2097, 2009;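 active = more than half of replicate wells score below -50%, meaning over 50% inhibition versus plate controls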;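 note: 0% = median DMSO wells and -100% = median GW8510 positive control wells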
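Test system: GST-fused GSK3beta enzyme, cell-free | Quantity: 1.6 ng GST-GSK3beta enzyme per well | Reagent: 25 µM ATP with peptide substrate | Schedule: 60 min enzyme reaction, room temperature | Signal: Luminescent ADP-Glo measurement of ADP formed | Read-out basis: Score relative to plate controls | Control set: DMSO and 20 µM GW8510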
RGS4 block – RGS4 inhibitors, primary screen, cell-based, HEK293 M3R inducible RGS4, calcium flux. Regulator of G-protein signaling 4 (Homo sapiens), P49798. Fluo-4 calcium flux; stronger effect = higher value; triggered by carbachol at its EC20. B-score at 10 µM. hit rate 0.45% among 310,000. AID 463165, 2010;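 active = B-score, a plate-corrected calcium signal, over three deviations above library mean, with baseline fluorescence within five deviations of library mean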;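 note: RGS4 expression induced by doxycycline in cells with stable M3 receptor; B-score is computed from the integrated fluorescence ratio over baseline after carbachol; higher B-score means a larger calcium signal and so more RGS4 inhibition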
KCNK3 inh – human KCNK3 channel inhibitors, primary screen, CHO cells, FluxOR thallium flux, B-score. hit rate 0.84% among 340,000. FluxOR fluorescence; stronger effect = lower value. B-score at 10 µM. Potassium channel subfamily K member 3 (Homo sapiens), O14649;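 active = B-score under library mean minus 4 SD, starting fluorescence ratio at most library mean plus 5 SD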;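 note: more negative B-score means stronger inhibition of thallium flux through KCNK3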
KCNQ1 block – inhibitors of human KCNQ1 channel, primary screen, cell-based, thallium flux, high-throughput | hit rate 1.3% among 310,000 | AID 2642, 2010 | CHO-K1 KCNQ1, FluxOR thallium flux fluorescence; stronger effect = higher value | Potassium voltage-gated channel subfamily KQT member 1 (Homo sapiens), P51787 | B-score at 10 µM;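 active = compounds whose thallium flux B-score, printed positive for inhibition, exceeds three library SD while starting fluorescence stays within three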;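 note: channel opened by potassium depolarization with thallium stimulus after 20 min compound exposure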
GSK3A inh – blockers of GSK3A enzyme activity – biochemical, luminescence, cell-free homogeneous, HTS, primary screen. Glycogen synthase kinase-3 alpha (Homo sapiens), P49840. AID 2650, 2010. GSK-3 alpha kinase, ADP-Glo luminescence, 60 min. hit rate 0.1% among 320,000. inhibition, % at 10 µM;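 in the data active = inhibition above about 50%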;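 note: GST-tagged GSK-3 alpha with peptide substrate and 25 µM ATP; 0% = DMSO neutral wells and 100% = GW8510 positive control wells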
PolyA inh – polyadenylation inhibitors in yeast reporter cells, primary screen, luminescence, S. cerevisiae; S. cerevisiae SKY197-pL101 polyadenylation reporter, beta-gal luminescence; efflux-impaired pdr1/pdr3 knockout yeast; score 100 = 6 SD above DMSO; calls only at 12 µM; hit rate 0.02% among 300,000; AID 1875, 2009;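 active = lowest replicate activity score at least 50, where 100 means six control SD above control mean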;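 note: yeast exposed to compound for 9 h at 30 °C; higher score means more reporter readthrough which indicates perturbed polyadenylation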
DYRK1A inh – rat Dyrk1A kinase inhibitors, primary screen, biochemical, single point, plate reader; hit rate 0.43% among 310,000; inhibition, % at 12.5 µM; ADP-Glo luminescence, NFATc1 peptide; Dual specificity tyrosine-phosphorylation-regulated kinase 1A (Rattus norvegicus), Q63470; in the data active = inhibition above about 50%;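 note: plate controls were vehicle with enzyme for no effect and no enzyme for full effect; many of its hits are not listed in these tables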
* hit, by the source's call; i = inactive; x = no result given. Some of the compounds tested; rates above refer to the full screens.

canonical_smiles	RGS4 pot	hERG protect	KCNQ1 act	KCNK9 inh	GSK3B inh	RGS4 block	KCNK3 inh	KCNQ1 block	GSK3A inh	PolyA inh	DYRK1A inh
COc1ccc([C@@H]2[C@@H]3C(=O)N(C(C)(C)C)C(=O)[C@@H]3[C@]3(Cc4ccccc4)C(=O)N(c4cccc(C)c4)C(=O)N23)cc1	i	-7	i	i	1	i	i	i	x	i	29
CCOc1cc(CNC2CCCC2)cc(Cl)c1OCc1ccc(F)cc1	i	-15	i	i	0	i	i	i	5	i	x
Cc1cc(N=Cc2cc(Cl)ccc2O)no1	i	-4	i	i	-4	5.7*	i	i	3	i	-4
O=C(Cc1cc(=O)[nH][nH]1)N/N=C/c1c(F)cccc1Cl	i	-3	i	i	-4	i	i	i	-1	i	-2
O=C(NCc1ccco1)c1cccc(NS(=O)(=O)c2ccccc2F)c1	i	-4	i	i	3	i	i	i	0	i	-5
CSc1ccc(CN2CCC(n3nccc3NC(=O)CCCc3ccccc3)CC2)cc1	i	-19	i	i	x	i	i	i	0	i	x
CCN1C(=O)C(c2ccc(O)cc2)(c2ccc(O)cc2)c2ccccc21	i	-7	i	i	1	i	i	i	1	i	-4
Nc1cc(C(=O)OCC(=O)NNC(=O)c2ccccc2)ccc1Cl	i	-6	i	i	-5	i	i	i	0	i	0
CCCCNC(=O)c1cc2c(=O)n3cccc(C)c3nc2n(Cc2ccncc2)c1=N	i	-17	i	i	11	i	i	i	x	i	0
COc1ccccc1NC(=O)N(CCCN1CCOCC1)Cc1cc2cc3c(cc2[nH]c1=O)OCO3	i	-5	i	i	5	i	i	i	-3	i	7
Cc1ccc(NC(=O)c2c(C)nc(Nc3nc4ccccc4o3)nc2C)cc1	i	-13	i	i	2	i	i	i	-1	i	4
O=C(CN1CCN(S(=O)(=O)c2ccccc2)CC1)NC(=O)NC1CCCCC1	i	-11	i	i	0	i	i	i	1	i	12
O=C(Cn1c(=O)oc2ccccc21)Nc1nc(-c2ccc(Br)cc2)cs1	i	-3	i	i	0	i	i	i	0	i	0
CCOC(=O)C1(CC)NC(c2ccc(OC)c(OC)c2)C2C(=O)N(c3cccc(C(C)=O)c3)C(=O)C21 (stereo not drawn)	i	-14	i	i	0	i	i	i	-2	x	x
CC(NCc1cccc(OCc2ccccc2)c1)C(O)c1ccccc1 (stereo not drawn)	i	-20	i	i	0	i	i	i	1	i	-1
CCOC(=O)C1CCN(C(=O)C2(NC(=O)Nc3ccc(F)cc3F)CCCCC2)CC1	i	-7	i	i	x	i	i	i	-2	i	2
S=c1[nH]nc(Nc2cccc3ccccc23)s1	i	-18	i	i	0	i	i	i	0	i	x
O=C1Nc2ccccc2N=C(c2ccccc2)c2ccccc21	i	-12	i	i	-7	i	i	i	-2	i	x
COc1ccccc1CNC(=O)c1c(N)n(CCCN2CCOCC2)c2nc3ccccc3nc12	i	-14	i	i	0	i	i	i	x	i	0
Cc1ccc(S(=O)(=O)N(CC2CO2)c2ccccc2[N+](=O)[O-])cc1 (stereo not drawn)	i	-9	i	i	-1	i	i	i	-2	i	2
CCn1c(SCC(=O)NCC(=O)Nc2ccc(F)cc2)nnc1-c1ccncc1	i	-7	i	i	-1	i	i	i	1	i	0
CN1C(C(=O)Nc2ccc(F)cc2F)=CC(c2ccco2)=NS1(=O)=O	i	-8	i	i	7	i	i	i	6	i	-5
CCc1nc(NCCC(C)C)c2nnn(Cc3ccccc3)c2n1	i	-1	i	i	0	i	i	i	-4	i	-6
CCOC(=O)Cn1nc(C)n(-c2cccc(Cl)c2)c1=O	i	-6	i	i	1	i	i	i	-1	i	-4
O=C(NC1CCN(C(=O)NCc2ccccc2)CC1)c1ccc(F)cc1	i	-5	i	i	1	i	i	i	-2	i	-1
Cn1cc(CN2CCC(C(O)c3cccs3)CC2)c(-c2cccc(Cl)c2)n1 (stereo not drawn)	i	-1	i	i	2	i	i	i	0	i	1
COc1cccc(CC(=O)N2CCC(n3nccc3NC(=O)C3CC3)CC2)c1	i	-1	i	i	1	i	i	i	-2	i	-6
N=c1c(S(=O)(=O)c2ccc(Br)cc2)cc2c(=O)n3ccccc3nc2n1Cc1ccco1	i	-11	i	i	-1	i	i	i	0	i	-2
COc1ccc(C2Oc3ccccc3N2C(C)=O)cc1 (stereo not drawn)	i	-14	i	i	4	i	i	i	-3	i	0
CCn1c(COc2ccc(C)cc2)nnc1SCC(=O)NCc1ccco1	i	-6	i	i	-1	i	i	i	-1	i	2
COc1ccc(/C=C(\NC(=O)c2ccc([N+](=O)[O-])cc2)C(=O)NCCCn2ccnc2)cc1	i	-12	i	i	3	i	i	i	-1	i	-10
Cc1c(C)c(C)c(S(=O)(=O)NCCc2ccncc2)c(C)c1C	i	-4	i	i	1	i	i	i	-2	i	4
COc1ccc(OC)c(NC(=O)CC(NCCC2=CCCCC2)C(=O)O)c1 (stereo not drawn)	i	-14	i	i	2	i	x	i	x	i	x
Cc1nn(-c2ccccc2)c2sc(C(=O)NNC(=O)COc3ccccc3)cc12	i	-11	i	i	0	i	i	i	1	i	6
COc1ccccc1-n1c(N)c(C(N)=O)sc1=S	i	-9	i	i	-2	i	i	i	7	i	-3
O=C(COc1ccccc1F)Nc1cc(S(=O)(=O)N2CCOCC2)ccc1N1CCOCC1	i	-14	i	i	3	i	i	i	-4	i	-3
COc1cccc(C(=O)NC2CCCc3c2cnn3-c2ccc(C)c(C)c2)c1OC (stereo not drawn)	i	-8	i	i	x	i	i	i	-1	i	0
COc1ccc(NC(=O)N2CCC(c3ccccc3)C2)c(OC)c1 (stereo not drawn)	i	-8	i	i	-2	i	i	i	0	i	2
CCOC(=O)C1=C(COC(=O)c2ccc(OC(C)C)cc2)NC(=O)NC1C (stereo not drawn)	i	-8	i	i	4	i	i	i	2	i	-6
CN(C)c1ccc(NC(=S)N(CCc2ccccc2)C2CC(=O)N(c3c(Cl)cccc3Cl)C2=O)cc1 (stereo not drawn)	i	-7	i	i	1	i	i	i	-7	i	1
CC1CC(C)(C)NC(=S)N1CCC(=O)N1CCN(Cc2ccccc2)CC1 (stereo not drawn)	i	-5	i	i	2	i	i	i	-7	i	x
O=C(Nc1ccc(N2CCOCC2)cc1)c1cccc(-n2cnnc2)c1	i	-5	i	i	-3	i	i	i	-2	i	6
O=c1cc(Cl)[nH]c(=O)n1Cc1ccccc1	i	-7	i	i	1	i	i	i	-3	i	-1
CN(C)/C=C/C(=O)c1cnc(-c2ccccc2)s1	i	1	i	i	0	i	i	i	6	i	5
O=C(NCCN1CCN(Cc2ccccc2)CC1)c1cc2c(=O)[nH]c3ccccc3c2s1	i	-13	i	i	-2	i	i	i	0	i	6
CC(C)Oc1cc(NC(=O)CSCC(=O)Nc2cccc(C(F)(F)F)c2)c(Cl)cc1Cl	i	-7	i	i	4	i	i	i	-6	i	1
O=C(COC(=O)C1=COCCO1)Nc1ncc(Cl)cc1Cl	i	-14	i	i	1	i	i	i	-2	i	6
Cc1ccc(N2C(=O)C(Cl)=C(N3CCCCCC3)C2=O)c(C)c1	i	-7	i	i	2	i	i	i	-3	i	-6
CC(NC(=O)c1ccccc1F)c1nnc(SCC(=O)Nc2nnc(C3CC3)s2)n1C (stereo not drawn)	i	-3	i	i	-1	i	i	i	x	i	9
Cc1ccc(C(C)C)c(OCCN(C)C)c1	-7.1*	6.6*	i	i	-2	i	i	i	x	i	-1
COc1ccc(/C=C/C(=O)C2(O)CCCCC2)cc1OC	i	-15	i	i	2	i	i	i	-1	i	x
O=C(Nc1cccnc1Cl)c1cccc(S(=O)(=O)N2CCOCC2)c1	i	-5	i	i	3	i	i	i	x	i	-1
O=C(NCC1COc2ccccc2O1)c1cc2ccccc2o1 (stereo not drawn)	i	-8	i	i	0	i	i	i	-2	i	5

Part of the list above, reduced to RGS4 block:
Structure | RGS4 block
Cc1c(C)c(C)c(S(=O)(=O)NCCc2ccncc2)c(C)c1C | i
COc1ccc(OC)c(NC(=O)CC(NCCC2=CCCCC2)C(=O)O)c1 (stereo not drawn) | i
